From PubChem
Vif-APOBEC3F blk – blocks the Vif interaction with APOBEC3F; HeLa A3F-eYFP + Vif (tagged APOBEC3F with the HIV-1 protein that degrades it), YFP fluorescence increase; Potency, µM (series often up to 46.1 µM), for the others: at the top dose activity, negative = active; 0.2% of 390,000 active; AID 602313; note: potency is the fitted concentration of half-maximal effect; % of control where 0% means no effect; nearly all actives have a fitted effect of over 65% in size
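HeLa cells stably expressing Vif plus C-terminally eYFP-tagged A3F were seeded, incubated overnight at 37 deg C, dosed with compound, incubated overnight again at 37 deg C. Yellow fluorescence (Ex 488/Em 500-530) reported blocked Vif-mediated A3F-eYFP degradation.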
LDHA block – inhibitors of human lactate dehydrogenase A | AID 1347041 | P00338 | 0.15% of 480,000 active | purified LDHA, NADH/diaphorase-resazurin fluorescence; stronger effect = lower value | activity change, % (values are at about 110 or 230 µM); in the data active = activity change below about -30%; inconclusive = mostly about -25% to -30%;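 note: plate controls were DMSO wells for no effect and wells without enzyme for full effect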
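Resorufin fluorescence (ex540/em590), read at 0 and 20 min after diaphorase/resazurin addition, reports the NADH left after a 5 min room-temperature reaction of 2 nM human LDH5 with 0.06 mM NADH and 0.2 mM pyruvate.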
RGS4 inhibitor – human RGS4 inhibition. P49798. Transcreener GDP fluorescence polarization, RGS4-accelerated GTP hydrolysis. Potency, µM (highest dose often 114 µM), for the others: at the highest dose activity change, negative = inhibition, usual class: inhibitors. 0.039% of 390,000 active. AID 504845; note: potency is the fitted concentration of half-maximal effect; % is set by controls: 0 for no effect and ±100 for the full control effect; nearly all actives have a fitted effect of over 75% in size; some results filed as inactive show a strong effect at the top dose
Target sequence (P49798 whole entry, looked up): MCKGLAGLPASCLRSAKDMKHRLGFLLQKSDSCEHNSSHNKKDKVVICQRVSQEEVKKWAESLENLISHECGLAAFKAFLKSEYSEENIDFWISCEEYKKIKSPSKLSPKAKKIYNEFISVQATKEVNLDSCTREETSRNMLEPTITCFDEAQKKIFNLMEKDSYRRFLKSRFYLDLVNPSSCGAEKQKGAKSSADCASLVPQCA
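MLSMR compounds (23 nl, pin-transferred) preincubated 10 min at room temperature with a 500nM (2x) first reagent, then RGS4 at 900nM (2x) plus Transcreener GDP mix added; fluorescence polarization (620/688 nm) read before and after 90 min at 30 °C.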
D2 antag – D2 dopamine receptor (human) antagonism | HEK293 TREx D2 cells, calcium flux, dopamine EC80 | 2% of 340,000 active | AID 485344 | inhibition, % at 10 µM; in the data active = inhibition above about 30%; note: 0% is about no effect
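Read-out: kinetic calcium fluorescence (1 cycle/s) in inducible HEK293 T-REx D2 cells after an EC80 dopamine addition that followed 180 s compound preincubation. Loss of the dopamine response indicates antagonism.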
Vif-A3G inh – Vif-A3G binding inhibition | Q9HC16 | HeLa A3G-eYFP + Vif (tagged APOBEC3G with the HIV-1 protein that degrades it), YFP fluorescence, overnight | Potency, µM (series often up to 46.1 µM), without a hit: top-dose activity, negative = active, hits mostly inhibitors | 0.076% of 410,000 active;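 note: potency is the fitted concentration of half-maximal effect; % is set by controls: 0 for no effect and ±100 for the full control effect; nearly all actives have a fitted effect of over 60% in size; hits raise eYFP signal because A3G escapes Vif-driven loss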
Target sequence (Q9HC16 whole entry, looked up): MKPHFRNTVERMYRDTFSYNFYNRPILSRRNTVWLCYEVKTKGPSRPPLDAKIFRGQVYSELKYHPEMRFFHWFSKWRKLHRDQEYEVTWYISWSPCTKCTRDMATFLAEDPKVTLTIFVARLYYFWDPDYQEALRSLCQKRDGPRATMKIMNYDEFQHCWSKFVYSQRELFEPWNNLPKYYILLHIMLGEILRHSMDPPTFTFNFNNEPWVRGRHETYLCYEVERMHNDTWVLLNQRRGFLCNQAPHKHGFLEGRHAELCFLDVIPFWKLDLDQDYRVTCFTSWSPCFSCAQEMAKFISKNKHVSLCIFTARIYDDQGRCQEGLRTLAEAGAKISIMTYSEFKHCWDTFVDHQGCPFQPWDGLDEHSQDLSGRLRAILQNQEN
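HeLa cells stably expressing Vif and C-terminally eYFP-tagged A3G, seeded overnight at 37 deg C, then exposed to compound by pintool overnight at 37 deg C. Rise in yellow fluorescence (Ex 488/Em 500-530, Acumen) marks blocked Vif-driven A3G degradation.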
12-LOX inh – blocks human arachidonate 12S-lipoxygenase | P18054 | purified 12hLO, xylenol orange hydroperoxide absorbance | Potency, µM (highest dose often 108 µM), without a hit: top-dose activity change, negative = inhibition, hits mostly inhibitors | 1.1% of 580,000 active | AID 1671190; note: potency is the fitted concentration of half-maximal effect; % is set by controls: 0 for no effect and ±100 for the full control effect
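Purified human 12hLO (150 nM final) in 25 mM Hepes, 0.01% Triton X-100, pH 7.0 was preincubated 15 min at room temperature with compound. Then 40 uM arachidonic acid was added, 30 min. Hydroperoxide was read by Fe-XO absorbance ratio 573/405 nm.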
GRP78 ERSR act – ER stress response induction in glioma; U87-MG GRP78 promoter luciferase reporter, 16 h; Potency, µM, without a hit: at the highest dose activation, usual class: activators; 0.02% of 420,000 active; AID 602332; note: potency is the fitted concentration of half-maximal effect; series mostly up to about 76 µM; % of control where 0% means no effect; nearly all actives have a fitted effect of over 35% in size
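Stably transfected U87-MG human glioma cells carrying a GRP78-based luminescent sensor were seeded at 1000 cells/well, pin-dosed with compounds and incubated 16 h. Luciferase reagent was then added, and end-point luminescence was read after 10 min at room temperature.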
ERG Ets-DNA blk – inhibitors of human ERG Ets domain-DNA interaction; Potency, µM (series often up to 76.9 µM), for the others: at the highest dose FP activity, negative = inhibition, hits mostly inhibitors; fluorescence polarization, His-ERG Ets domain / labelled DNA; 0.028% of 370,000 active; AID 624246; P11308; active = well fitted inhibition curve with a large enough effect in the polarisation, with a control signal flat; inconclusive = small, poorly fitted or top-dose-only effect, or effect the other way, or a change in a side signal; inactive = no such curve, though single readings can be large or run the other way; the % refers to the polarisation;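 note: polarization taken with two DNA probes labelled with fluorescein and Texas red; potency is the fitted concentration of half-maximal effect; % of control where 0% means no effect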
Target sequence (P11308 whole entry, looked up, the tested form may be a part): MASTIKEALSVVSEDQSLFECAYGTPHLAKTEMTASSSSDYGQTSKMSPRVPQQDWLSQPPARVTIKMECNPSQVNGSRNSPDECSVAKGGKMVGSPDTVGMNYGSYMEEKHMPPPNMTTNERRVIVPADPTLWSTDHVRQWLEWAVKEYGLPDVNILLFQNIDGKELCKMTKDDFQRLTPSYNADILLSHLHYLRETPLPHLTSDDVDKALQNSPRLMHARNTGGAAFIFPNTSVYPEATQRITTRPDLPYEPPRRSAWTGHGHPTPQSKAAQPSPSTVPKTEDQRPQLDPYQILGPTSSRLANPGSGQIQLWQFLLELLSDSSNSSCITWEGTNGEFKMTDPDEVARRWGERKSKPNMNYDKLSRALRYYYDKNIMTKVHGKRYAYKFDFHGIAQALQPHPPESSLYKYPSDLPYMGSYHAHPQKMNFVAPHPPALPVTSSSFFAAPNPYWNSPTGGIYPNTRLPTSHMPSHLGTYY
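His-tagged ERG Ets domain (1 uM in the protein solution; 300mM KCl, 50mM Tris-HCl, 1mM EDTA, 1mM DTT, pH 7.5) received compound, then a probe mix of 5 nM fluorescein-DNA and 100nM Texas-615-DNA. Fluorescence polarization was read for both dyes.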
D2 ag – agonists of human D2 dopamine receptor; P14416; HEK293 T-REx D2 cells, calcium flux agonist mode; activation, % at 2 µM; 0.53% of 340,000 active; AID 485358;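 active = activation over 3 SD above normal in the single-dose calcium agonist read, cut at about 30% in these data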; note: 0% is about no effect
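Agonism is scored from calcium flux in a force-coupled, inducible HEK293 cell line expressing D2, read kinetically for 180 s after compound addition against dopamine controls.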
Numbers without * were called inactive; ? = inconclusive; . = not tested or not shown; & = joins results of further samples; [ ] = another dose, or the depositor's remark. Unless noted, calls come from the whole dose curve; as a rule, active = well fitted curve in the direction sought with a large enough effect; inconclusive = small, poorly fitted or top-dose-only effect, or another doubt; inactive = no such curve, though single readings can be large; an effect the other way counts as inactive or inconclusive. The list is partial; count on the stated rates, not on these rows.

Every second line gives: Vif-APOBEC3F blk, LDHA block, RGS4 inhibitor, D2 antag, Vif-A3G inh, 12-LOX inh, GRP78 ERSR act, ERG Ets-DNA blk, D2 ag
> O=S(=O)(c1ccccc1)c1nc(-c2ccc(Cl)cc2)oc1NCCCN1CCOCC1
  7%, -4, 3%, -7, 0%, -32%, -1%, 3%, 0.7
> CN(CCC#N)c1ccc(C=C(C#N)c2ccc(Br)cc2)cc1
  ?, 2, ., ., ?, -2%, 11%, ., .
> COc1ccc(-c2csc(N(CC3CCCO3)C(=O)c3ccccc3)n2)cc1 (configuration not stated)
  1%, -16, 1%, -23, 1%, -16%, -4%, 1%, 2.0
> O=C(Nc1ccc2c(c1)C(=O)NC2=O)c1cccc(Cl)c1
  -8%, -3, -22%, 3, 0%, ?, -4%, -1%, 1.0
> CSc1ccc(/C=C/c2nc3ccccc3n2S(=O)(=O)c2ccc(Br)cc2)cc1
  -10%, -5, -26%, ., -3%, -4%, -10%, 0%, 0.2
> COc1ccc(C(=O)Nc2ccccc2C(=O)Nc2cc(C)ccn2)cc1
  -10%, -3, -12%, 8, -4%, 0%, -7%, 17%, 0.8
> CCOc1ccccc1OCC(=O)Nc1cccc(S(=O)(=O)N2CCCCCC2)c1
  -16%, -1, 16%, 8, 3%, -7%, -4%, -3%, 0.2
> N#CCSc1ccccc1NC(=O)COC(=O)CCN1C(=O)C2CC=CCC2C1=O (configuration not stated)
  4%, -7, 3%, 16, 1%, 326%[activator], -3%, ., 0.1
> COc1ccc(C(=O)NNC(=O)CSc2nnc(COc3ccc4ccccc4c3)n2C)cc1
  -1%, 1, 26%, 6, 1%, 3%, -3%, 2%, 0.4
> Cc1ccccc1-n1c(=O)c2ccccc2n(Cc2ccc(F)cc2)c1=O
  1%, -3, 2%, ., -3%, -24%, 3%, 3%, 0.2
> COc1ccccc1NC(=O)Nc1ncccc1C
  0%, -6, -9%, 0, -1%, 0%, 3%, -10%, -0.6
> COc1ccc(Nc2cc(C(=O)NCCCN3CCN(c4ccccc4F)CC3)c3ccccc3n2)c(OC)c1
  2%, 5, 0%, ., -5%, -22%, ., -17%, .
> C=CCNC(=O)C1CCCN(S(C)(=O)=O)C1 (configuration not stated)
  -3%, -10, 16%, -12, 0%, ?, -2%, ., 1.1
> Fc1ccc(Nc2nc(-c3cccnc3)cs2)cc1
  2%, -2, -17%[11.4 µM], 2, 8%, 5%, 4%, 4%, -1.5
> Cc1ccc(C(=O)Nc2nc3ccc(S(C)(=O)=O)cc3s2)o1
  -9%, -5, -27%, 26, 4%, 40%[activator], -6%, -5%, 0.7
> COC(=O)c1cc(OC)c(OC)cc1NC(=O)c1ccccc1C
  -18%, -5, 15%, 12, -1%, -14%, -1%, -4%, 0.7
> COc1ccc(-c2noc(CSc3nc(N)cc(=O)[nH]3)n2)cc1OC
  5%, 1, 13%, ., -1%, -10%, -2%, -1%, 0.3
> Clc1ccc(CN2CCN(c3ncnc4sc5c(c34)CCCC5)CC2)cc1Cl
  1%, 1, -25%, ., 3%, -20%, -3%, -2%, .
> CCN(CC(=O)Nc1ccc(OC)cc1)CC(=O)Nc1cccc(S(=O)(=O)N2CCOCC2)c1
  -1%, -1, ., ., 0%, 9%, -5%, ., .
> Nc1cc(C(=O)OCC(=O)NCc2ccco2)ccc1Cl
  -3%, -2, -18%, -3, -1%, 0%, -1%, 4%, 0.7
> COC(=O)C(C)n1nnc2sc(-c3ccccc3)cc2c1=O (configuration not stated)
  -7%, 1&-3, 6%&-1%, 0, 0%, -5%&-7%, -1%, 10%&-2%, 2.9&3.5
> CCOC(Cn1ccc(=O)[nH]c1=O)OCC
  -7%, -1, 2%, 3, 0%, 4%, -1%, -12%, 1.8
> COCc1cc(=O)[nH]c(Nc2nc(C)c3ccccc3n2)n1
  3%, -19, 43%, -7, 2%, 0%, -2%, -3%, -0.2
> COc1ccc(OCC(=O)Nc2cccc(-c3nc4ccccc4s3)c2C)cc1
  ., 1, -7%, ., ., 1%, ., 1%, -1.9
> O=C(O)CCCCCNC(=O)c1ccc(C(=O)NCCCCCC(=O)O)cc1
  5%, -4, -13%, -3, 2%, -17%, 4%, 3%, 0.6
> O=C(c1ccco1)N1CCN(Cc2cc(=O)c(OCc3ccccc3Cl)co2)CC1
  6%, -7, 19%, -6, -2%, -1%, -2%, -23%, 3.3
> O=CNc1cc(-c2cccc(F)c2)cn2c(-c3ccc(F)cc3)cnc12
  ., 6, ., ., -14%, ?, 0%, ., .
> Cc1ccc(-c2[nH]n3c(=O)c4c(nc3c2C)CCCC4)cc1
  -12%, 0, 3%, -14, -5%, -7%, 8%, 1%, 1.1
> CCC(COC)NCc1cn(-c2ccc(OC)cc2)nc1-c1cccc(F)c1 (configuration not stated)
  -2%, -1, 9%, -5, 0%, -4%, 2%, 1%, 2.1
> Nn1c(SCc2ccc(F)cc2)nnc1-c1cccnc1
  5%, -5, -22%, 4, 1%, 14%, -2%, 2%, 0.4

A different layout for part of the listing above.
compound | Vif-APOBEC3F blk | LDHA block | RGS4 inhibitor | D2 antag | Vif-A3G inh | 12-LOX inh | GRP78 ERSR act | ERG Ets-DNA blk | D2 ag
C=CCNC(=O)C1CCCN(S(C)(=O)=O)C1 (configuration not stated) | -3% | -10 | 16% | -12 | 0% | ? | -2% | . | 1.1
Fc1ccc(Nc2nc(-c3cccnc3)cs2)cc1 | 2% | -2 | -17%[11.4 µM] | 2 | 8% | 5% | 4% | 4% | -1.5
Cc1ccc(C(=O)Nc2nc3ccc(S(C)(=O)=O)cc3s2)o1 | -9% | -5 | -27% | 26 | 4% | 40%[activator] | -6% | -5% | 0.7
COC(=O)c1cc(OC)c(OC)cc1NC(=O)c1ccccc1C | -18% | -5 | 15% | 12 | -1% | -14% | -1% | -4% | 0.7
COc1ccc(-c2noc(CSc3nc(N)cc(=O)[nH]3)n2)cc1OC | 5% | 1 | 13% | . | -1% | -10% | -2% | -1% | 0.3
Clc1ccc(CN2CCN(c3ncnc4sc5c(c34)CCCC5)CC2)cc1Cl | 1% | 1 | -25% | . | 3% | -20% | -3% | -2% | .

Later entries
Every second line gives: Vif-APOBEC3F blk, LDHA block, RGS4 inhibitor, D2 antag, Vif-A3G inh, 12-LOX inh, GRP78 ERSR act, ERG Ets-DNA blk, D2 ag
> COc1ccc(OCC(=O)N2CCN(S(=O)(=O)c3ccccc3[N+](=O)[O-])CC2)cc1
  -8%, -3, 4%, 12, 2%, -20%, -5%, 15%, -1.1
> O=C(CSc1nc2c(c(=O)n1-c1ccc(F)cc1)SCC2)Nc1ccc2c(c1)OCO2
  0%, -1, -26%, ., 0%, -15%, -2%, ., .
> C=CCOC(=O)C1C(=O)CC(C)(O)C(C(=O)OCC=C)C1c1ccc(N(C)C)cc1 (configuration not stated)
  1%, -6, 6%, -7, 1%, -1%, 0%, -7%, 0.8
> COc1ccc2ccccc2c1CNC(=O)CC1C(=O)NCCN1CC(C)(C)C (configuration not stated)
  -28%, 3, -25%[56.9 µM], ., -10%, 39%, -1%, 17%, .
> CN(C)c1cccc(C(=O)NNC(=O)NC2CCCCC2)c1
  -19%, 2, 3%, -5, -2%, 1%, -5%, ., 0.3
> Cc1ccc(NC(=S)N2CCCC(c3ccccc3)=N2)cc1
  3%, 2, 8%, ., 1%, -4%, 0%, 1%, .
> O=[N+]([O-])c1ccc(NCCNc2ccc(Cl)nn2)cc1
  2%, -9, -6%, 0, -4%, -5%, -2%, -2%, -0.3
> O=S(=O)(NC1CCCC1)c1ccc(S(=O)(=O)N2CCCN(Cc3ccccc3)C2)cc1
  3%, -1, -3%, -5, 2%, ?, -6%, -10%, -0.6
> COc1cc(OC)c(OC)cc1CN1CCCC(C(=O)N2CCCC2)C1 (configuration not stated)
  0%, -9, -24%, 7, 2%, ?, -4%, 26%, 0.7
> COc1ccc(S(=O)(=O)N2CCOCC2)cc1OC
  0%, -6, 9%, -12, -1%, 9%, -3%, ., 0.6
> C=CCN1C(=O)C(=O)N(CC(=O)NCC(=O)Nc2ccc(F)c(F)c2F)C1=O
  -12%, -6, 0%, ., 1%, -26%, -4%, -13%, .
> CCOC(=O)CC(c1ccc([N+](=O)[O-])cc1)n1c(C)ccc1C (configuration not stated)
  2%, -1, -3%, 9, -3%, -19%, -5%, 1%, -0.1
> COC(=O)c1ccc(-c2nc3ccccc3[nH]2)cc1
  -2%, -12, 12%, -24, -5%, -26%, -10%, -6%, 0.3
> COc1ccc(OCC(=O)NC2CC(=O)N(c3ccc4c(c3)OCCO4)C2)cc1 (configuration not stated)
  -5%, -1, -6%, ., -4%, 0%, -2%, -1%, 1.0
> CC(Sc1nc(-c2ccccc2)cc(C(F)(F)F)n1)C(=O)N1CCCCC1 (configuration not stated)
  -3%, -1, 32%, -4, 0%, ., -1%, 4%, 0.8
